PAX8 reporter – lowers PAX8-driven luciferase in RMG-I cells; hit rate 1.2% among 360,000; inhibition, % at 12.6 µM; RMG-I TPO-luciferase reporter, SteadyGlo, 24 h;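 active = mean replicate inhibition at least 60% with every replicate also reaching 60%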;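 also: luciferase light reporting Pax8 driven TPO promoter activity; plate controls were median of neutral control wells for no effect and mitoxantrone controls for full effect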
PGC1a acetyl inh – modulators of PGC1a acetylation. hit rate 0.17% among 350,000. inhibition, % at 15.6 µM. U2OS PGC1a acetylation, AlphaScreen anti-acetyl-lysine; with virally co-expressed GCN5 acetyltransferase;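 active = every replicate shows inhibition of at least 40%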;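 also: 0% = neutral control wells and 100% = positive control wells; some results beyond the cut were filed as inactive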
Cneo AK release – Cryptococcus neoformans lysis via adenylate kinase release. C. neoformans lysis, adenylate kinase release luminescence, 4 h; normalised: neutral wells 0, clomiphene wells 100. lysis activity, % at 15 µM. hit rate 0.2% among 360,000;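 active = mean lysis activity across replicates of at least 80%, whatever share of replicates individually reach that level; inactive = mean lysis activity below 80%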
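Assay system: Cryptococcus neoformans yeast cells / Dosing: single-point compound dose / Timing: 4 h at 37 °C static, read 1 h later / Measured by: luminescence of released adenylate kinase using an AK detection reagent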
PglD DTNB – inhibitors of Campylobacter jejuni PglD acetyltransferase; inhibition, % at 12.5 µM; hit rate 0.098% among 360,000; purified PglD enzyme, DTNB colorimetric CoA detection; in the data active = inhibition above about 16%, passing the limit was not always enough; also: strong numbers were not always called active
Statin myotox sup – suppressors of simvastatin-induced myotoxicity in C2C12 myotubes; ATP luminescence, 48 h; scaled: DMSO 0, geranylgeraniol control 100; rescue of ATP level, % at 7.49 µM; hit rate 0.78% among 330,000;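 active = mean ATP rescue above about 67%, or every replicate alone reaching that limit, limit read from the data, passing the limit was not always enough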;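 also: myotubes were challenged with 10 µM simvastatin during compound exposure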
LGR2 inh – Drosophila LGR2 receptor signaling inhibition; HEK293 LGR2, CRE-luciferase, bursicon-stimulated, 4 h; inhibition, % at 9.99 µM; hit rate 0.35% among 380,000; AID 720647;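 active = drop in luminescence signal, shown as inhibition above about 50% in the replicate tests, limit read from the data, passing the limit was not always enough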;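 also: agonist challenge used bursicon conditioned medium at about half maximal strength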
INS-1E GSIS act – GLuc luminescence reporter in INS-1E cells, primary screen for activators of glucose-dependent secretion of insulin | AID 743287 | activation, % at 16.6 µM | hit rate 0.61% among 370,000 | INS-1E GLuc reporter insulin secretion, 2-3 h;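 active = lowest replicate activation of at least 40%, so every replicate reaches that level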;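 also: 0% = median of neutral control wells and 100% = median of IBMX positive control wells; some compounds called inactive have numbers as strong as hits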
ARNT-TACC3 inh – disrupts binding between human ARNT and TACC3; AID 623870; Q9Y6A5; inhibition, % at 9.99 µM; hit rate 0.66% among 390,000; AlphaScreen His-ARNT PAS-B/GST-TACC3 binding, luminescence; TACC3 fragment carries E629A point mutation;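 active = mean inhibition of replicates at least 50% and at least half of replicates each reaching 50%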;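 also: 0% = complete ARNT plus TACC3 wells and 100% = ARNT alone without TACC3; many hits fall short of the cut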
Active calls of the source: *; . = not tested or not shown; & = joins results of further samples.

#	mol	PAX8 reporter	PGC1a acetyl inh	Cneo AK release	PglD DTNB
1	COC(=O)Cc1[nH]n(-c2nc3ccccc3s2)c(=O)c1C(C)=Nc1ccc(OC)cc1	-104	5	.	.
2	S=C(c1ccccc1)N(c1ccccc1)c1ccccc1	-4	-54	-1	-5
3	Cc1ccccc1NC(=O)Cn1cnc2c1c(=O)n(C)c(=O)n2C	.	2	-1	-3
4	CCN1C[C@@H]2[C@@H]3C(=O)N(C)C(=O)[C@@H]3[C@](Cc3ccccc3)(C1=O)N2C(=O)c1ccccc1	3	.	0	0
5	Cc1ccc(NC(=O)c2ccc(OC(=O)C(C)Oc3ccc(Cl)cc3C)cc2)cc1 (stereo not drawn)	-29	-1	-1	-1
6	CCOc1cc(S(=O)(=O)N2CCN(C(=O)c3ccco3)CC2)ccc1F	10	-2	-1	0
7	CC(C)OC(=O)c1ccc(N2C(=O)C3CC=CCC3C2=O)cc1 (stereo not drawn)	-41	-2	-2	0
8	O=C(COC(=O)c1ccc(S(=O)(=O)NCc2ccco2)cc1)NC1CCCCC1	-13	1	-2	4
9	CC(=O)Nc1ccc(CC#N)cc1	12	19	-1	-2
10	CCN(CCCNC(=O)CNC(=O)Cn1cnc2ccccc2c1=O)c1cccc(C)c1	.	1	3	-3
11	Cc1ccc(CNS(=O)(=O)c2ccc3c(c2)N(C)CCO3)cc1	2	0	0	.
12	CSCCC(NC(=O)c1cccc(C)c1)C(=O)NCc1cccs1 (stereo not drawn)	8	-1	2	0
13	Cc1cc(NC(=O)COc2coc(CN3CCN(c4ccc(F)cc4)CC3)cc2=O)no1	-13	-38	2	3
14	CCN(CC)CCNCc1cc(Cl)ccc1OCc1ccccc1F	14	-33	-4	7
15	O=C(OCN1C(=O)c2ccccc2C1=O)C1CCCCC1	.	2	-3	-5

#	Statin myotox sup	LGR2 inh	INS-1E GSIS act	ARNT-TACC3 inh
1	.	-22	-15	13
2	-18	.	.	-2
3	0	.	.	-4
4	-3	-6	-11	-2
5	.	-3	13	-1
6	13	7	4	5
7	.	.	.	-8
8	-9	.	.	-7
9	12	.	.	-6
10	.	-12	5	-3
11	14	10	-2	6
12	11	.	.	-3
13	4	2	6	-4
14	-7	4	13	5
15	0	.	.	-6

The results go on:
#	mol	PAX8 reporter	PGC1a acetyl inh	Cneo AK release	PglD DTNB
16	COc1ccc(-c2cnc3c(c2)C(=O)N([C@H](C)CO)C[C@H](C)[C@H](CN(C)C)O3)cc1	.	-6&-10	-1&1	0&0
17	Cn1c(SCC(=O)N2c3ccccc3CCc3ccccc32)nnc1-c1ccc(O)cc1	1	-9	0	-15
18	CCOC(=O)c1c(-c2ccc(Cl)cc2)c(C#N)c(=O)n(N)c1N	.	6	1	0
19	c1ccc(CN2CCC(N=C3NN=C(c4ccc5c(c4)OCCO5)CS3)CC2)cc1	-55	-15	.	.
20	C[C@H]1CN([C@@H](C)CO)C(=O)c2cccc(NC(=O)c3nc4ccccc4s3)c2O[C@@H]1CN(C)S(=O)(=O)c1ccc(F)cc1	13	3	5	-1
21	CCOc1ccccc1C1C(C(=O)OC)=C(N)OC2=C1C(=O)CCC2 (stereo not drawn)	.	18	-1	0
22	CC(NC(=O)CSc1nc2ccccc2n1CCC#N)c1ccc(F)cc1 (stereo not drawn)	.	4	-2	-6
23	O=C(COC(=O)c1cc([N+](=O)[O-])ccc1N1CCOCC1)Nc1c(Cl)cccc1C(F)(F)F	-5	-5	2	-4
24	CCSc1nc(C)c(CCOc2cccc(C)c2)c(=O)[nH]1	14	1	-3	4
25	COc1ccccc1NS(=O)(=O)c1ccc2oc(SCC(C)=O)nc2c1	-10	.	0	0
26	CCn1c(SCC(=O)Nc2cc(OC)c(OC)c(OC)c2)nnc1-c1cccs1	.	-6	-2	5
27	COc1cc(N(C)C)c(NC(C)=O)cc1C(=O)O	.	1	4	-3
28	COc1cccc(S(=O)(=O)N2[C@@H]3CNC[C@H]2C3c2ccc(-c3ccccc3OC)cc2)c1 (stereo partly drawn)	-9	-2	.	.
29	CC(SC(C)C(=O)NN=Cc1c[nH]c2ccccc12)C(=O)NN=Cc1c[nH]c2ccccc12 (stereo not drawn)	9	10	1	-6
30	Cc1cc(C(=O)Cn2nc(C(=O)O)c3ccccc3c2=O)c(C)n1CCc1ccc(F)cc1	-22	9	-11	2

#	Statin myotox sup	LGR2 inh	INS-1E GSIS act	ARNT-TACC3 inh
16	1&2	3	13	3&2
17	.	16	-45	0
18	.	.	.	-3
19	.	48	-11	4
20	-14	-3	-35	11
21	2	.	.	4
22	7	-7	-3	9
23	.	-14	5	-98
24	-9	13	-4	21
25	-2	-1	-13	-4
26	23	.	.	-2
27	-1	.	.	24
28	.	-6&18	-1&-1	.
29	2	24	6	2
30	23	1	0	-5

Other entries follow.
#	mol	PAX8 reporter	PGC1a acetyl inh	Cneo AK release	PglD DTNB
31	COc1ccc(Cl)c2sc(NC(=O)C3=COCCO3)nc12	-36	.	.	.
32	Cc1noc(C)c1S(=O)(=O)Nc1ccc2c(c1)CC(=O)N([C@H](C)CO)C[C@@H](C)[C@@H](CN(C)Cc1ccc(C(=O)Nc3ccccc3N)cc1)O2	6	0	.	.
33	COc1ccc2c3c([nH]c2c1)[C@@H](CO)N(C(=O)c1cccnc1)CC31CCN(C(=O)c2cccnc2)CC1	-18	10	.	.
34	CO[C@H]1CN(C)C(=O)c2cc(NC(=O)c3ccccc3)ccc2OC[C@@H](C)N(C(=O)CN(C)C)C[C@@H]1C	.	5	6	2
35	COc1ccc(/C=N/NC(=O)Cn2nc(C)c([N+](=O)[O-])c2C)cc1	-3	.	1	-6
36	CC(C)C#Cc1ccc2c(c1)O[C@@H](CN(C)Cc1ccccn1)[C@H](C)CN([C@H](C)CO)S2(=O)=O	12	-12	3	9
37	COc1ccccc1-c1nc(SCc2ccccn2)n[nH]1	.	4	-3	-2
38	COc1ccc(CNn2c(-c3cccc(C)c3)nc3ccccc3c2=O)cc1OC	.	-19	0	0
39	CC1(C)CC(=O)C(C2C3=C(CC(C)(C)CC3=O)Oc3c(Br)cc(Br)cc32)=C(O)C1 (stereo not drawn)	28	-7	0	-1
40	CC1CCN(CC(=O)NNC(=O)c2cccc(Br)c2)CC1	-9	-18	0	4
41	O=C(Nc1cccnc1)c1ccc(Br)s1	.	-279	1	-3
42	C[C@@H]1CCCCO[C@@H](CN(C)C(=O)Cc2ccccc2)[C@@H](C)CN([C@@H](C)CO)C(=O)c2cc(NS(C)(=O)=O)ccc2O1	1	6	-1	-1
43	CNC(=S)N/N=C(\C)c1ccc(Cl)c(Cl)c1	-15	.	.	.
44	Cc1ccccc1C(=O)N1CCC(C(=O)Nc2ccccn2)CC1	0	-1	3	-1
45	O=C(O)c1nn(-c2ccccc2)nc1-c1nn(-c2ccccc2)nc1C(=O)O	5	-4	-4	1

#	Statin myotox sup	LGR2 inh	INS-1E GSIS act	ARNT-TACC3 inh
31	.	-15	3	-7
32	.	-8	5	.
33	.	14	9	.
34	1	10	14	1
35	.	16	9	-6
36	-86	0	-14	2
37	-13	.	.	-5
38	-8	-11	-16	3
39	-121	18	-22	15
40	0	9	6	-2
41	-15	.	.	-4
42	-19	-3	-4	-13
43	.	-12	-15	8
44	9	6	37	-19
45	136*	.	.	-43

(listing goes on)
#	mol	PAX8 reporter	PGC1a acetyl inh	Cneo AK release	PglD DTNB
46	CCc1cccc(CC)c1NC(=S)N1CCn2cccc2C1c1ccncc1 (stereo not drawn)	-13	-5	.	.
47	CCc1nnc(NC(=O)CSc2nnc(-c3cccnc3)n2CCc2ccccc2)s1	7	-5	4	-1
48	O=C(CCNS(=O)(=O)c1cccs1)NCc1cccs1	6	0	-3	2
49	COc1ccc(-c2cc3c(=O)n(CC(=O)Nc4cccc(Cl)c4)nc(C)n3n2)cc1	-2	6	-2	-2
50	COc1ccc(NC(=O)c2cc(-c3cc(F)ccc3OC(C)C)n[nH]2)c(C)c1	6	-10	-16	5
51	Cc1ccc(C2C3=C(CCCC3=O)OC3=C2C(=O)CCC3)cc1	28	.	.	.
52	NC(=S)N=Nc1c(O)n(CCCl)c2ccc(Br)cc12	17	-6	-1	-5
53	COc1ccc(NC(=O)N(C)C[C@@H]2OCCCC[C@@H](C)Oc3ccc(NC(=O)Nc4ccc(F)cc4)cc3C(=O)N([C@H](C)CO)C[C@H]2C)cc1	8	-15	0	-1
54	Cc1ccc(CNS(=O)(=O)CCNC(=O)c2ccccc2)cc1	-2	3	.	0
55	CCCCCCN1CCN(C2CN(CCc3ccccc3)S(=O)(=O)C2)CC1 (stereo not drawn)	4	13	0	-7
56	CCOC(=O)C1=C(C)OC(N)=C(C#N)C1c1cc(SCC)oc1C (stereo not drawn)	-10	0	2	5
57	Cc1ccccc1NC(=O)Cn1c(=O)sc2ccccc21	17	-10	.	.

#	Statin myotox sup	LGR2 inh	INS-1E GSIS act	ARNT-TACC3 inh
46	.	4	-3	0
47	1	.	.	-1
48	2	.	.	-2
49	-17	14	20	-22
50	-7	1	21	.
51	.	-11	10	-6
52	11	-2	6	-6
53	.	6	2	13
54	21	0	0	-10
55	3	-2	2	.
56	18	5	-5	-1
57	.	-16	-4	-11

Among those listed so far, six have two or more sulfur atoms:
#	mol	PAX8 reporter	PGC1a acetyl inh	Cneo AK release	PglD DTNB
12	CSCCC(NC(=O)c1cccc(C)c1)C(=O)NCc1cccs1 (stereo not drawn)	8	-1	2	0
20	C[C@H]1CN([C@@H](C)CO)C(=O)c2cccc(NC(=O)c3nc4ccccc4s3)c2O[C@@H]1CN(C)S(=O)(=O)c1ccc(F)cc1	13	3	5	-1
25	COc1ccccc1NS(=O)(=O)c1ccc2oc(SCC(C)=O)nc2c1	-10	.	0	0
26	CCn1c(SCC(=O)Nc2cc(OC)c(OC)c(OC)c2)nnc1-c1cccs1	.	-6	-2	5
47	CCc1nnc(NC(=O)CSc2nnc(-c3cccnc3)n2CCc2ccccc2)s1	7	-5	4	-1
48	O=C(CCNS(=O)(=O)c1cccs1)NCc1cccs1	6	0	-3	2

#	Statin myotox sup	LGR2 inh	INS-1E GSIS act	ARNT-TACC3 inh
12	11	.	.	-3
20	-14	-3	-35	11
25	-2	-1	-13	-4
26	23	.	.	-2
47	1	.	.	-1
48	2	.	.	-2

Screening data from PubChem BioAssay.
